# Screening data (PubChem BioAssay)
# mcGAS MS inh – inhibitors of mouse cGAS; Q8C6L5; recombinant mouse cGAS, cGAMP by RapidFire MS; inhibition, % at 12.5 µM; 0.18% of 130,000 active; AID 1259397;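 active = inhibition of cGAS enzyme activity at or above 60%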;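 note: enzyme stimulated by 45 bp dsDNA with ATP and GTP substrates; cGAMP share of summed cGAMP plus half ATP and half GTP signals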
# Target sequence (Q8C6L5 whole entry, looked up): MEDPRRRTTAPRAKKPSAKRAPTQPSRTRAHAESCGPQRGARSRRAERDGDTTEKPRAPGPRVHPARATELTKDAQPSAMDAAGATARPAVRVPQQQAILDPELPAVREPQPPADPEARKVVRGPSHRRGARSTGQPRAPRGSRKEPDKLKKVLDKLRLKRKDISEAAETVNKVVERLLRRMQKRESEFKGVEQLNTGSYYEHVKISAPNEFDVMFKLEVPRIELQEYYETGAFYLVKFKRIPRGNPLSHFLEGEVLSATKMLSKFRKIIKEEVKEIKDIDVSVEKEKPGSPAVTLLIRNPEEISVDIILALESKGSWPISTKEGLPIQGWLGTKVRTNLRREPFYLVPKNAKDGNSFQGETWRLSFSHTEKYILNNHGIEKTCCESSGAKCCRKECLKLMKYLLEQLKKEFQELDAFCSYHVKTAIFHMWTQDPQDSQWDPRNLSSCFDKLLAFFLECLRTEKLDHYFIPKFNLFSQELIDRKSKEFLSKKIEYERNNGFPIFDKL
# The depositor's hits bear a star; & = joins results of further samples.
# A first look, two compounds:
mcGAS MS inh | SMILES
-1 | CC1(C(=O)NC2Cc3ccccc3C2)CCN1C(=O)CC1CCCC1 (centres undefined)
-6 | Cc1nc(S(=O)(=O)NCC2CCN(Cc3ccccn3)C2)cn1C (centres undefined)

# The list itself, from the first entry:
mcGAS MS inh | SMILES
-1 | CC1(C(=O)NC2Cc3ccccc3C2)CCN1C(=O)CC1CCCC1 (centres undefined)
-6 | Cc1nc(S(=O)(=O)NCC2CCN(Cc3ccccn3)C2)cn1C (centres undefined)
-7 | Cc1nc2n(n1)C(=O)C(C(c1cccc(Cl)c1)N1CCC3(CC1)OCCO3)S2 (centres undefined)
-5 | CC(NC(=O)c1ccccc1Cl)C(=O)N1CCN(c2cccc(Cl)n2)CC1 (centres undefined)
-4 | Cc1noc(C)c1CN(C)Cc1cc2n(n1)CCNC2
-15 | Cc1cc(C(=O)CN2C(=O)C(=O)N(Cc3ccco3)C2=O)c(C)n1Cc1ccco1
4 | COC(=O)c1ccc(S(=O)(=O)Nc2ccccc2OC(F)F)cc1
-9 | Cc1sc2nc(C)n(N=CN(C)C)c(=O)c2c1C
-9 | OCCNc1ccc(-c2ccc(F)cc2Cl)nn1
-7 | Cc1cccc(CN2CCCC3(CCN(C(=O)CCc4scnc4C)C3)C2)c1 (centres undefined)
-12 | N#CCCCSc1ncc(-c2ccccc2)c(-c2ccccc2)n1
1 | CCCCn1nc(NC(=O)C(C)C)c2cc3cc(OC)ccc3nc21
7 | CCC(=O)NCCCn1nc(-c2ccc(C)cc2)ccc1=O
-10 | Cn1cc(/C=C/C(=O)N2CCc3ccc(NC(=O)c4ccccn4)cc3C2)cn1
-12 | COc1ccc(/C=C/CN2CCCn3cncc3C2)cc1

# 3 of the entries above in order of the mcGAS MS inh value, high to low:
mcGAS MS inh | SMILES
-5 | CC(NC(=O)c1ccccc1Cl)C(=O)N1CCN(c2cccc(Cl)n2)CC1 (centres undefined)
-9 | Cc1sc2nc(C)n(N=CN(C)C)c(=O)c2c1C
-12 | COc1ccc(/C=C/CN2CCCn3cncc3C2)cc1

# Next section.
mcGAS MS inh | SMILES
-9 | CCOc1ccc2nc(N3CCCC(N(C)Cc4ccncc4C)CC3)nc(C)c2c1 (centres undefined)
-24 | CCC/C=C/c1cc(N)nc(N2CCCC2)n1
-7 | C=CCn1c(=NC(=O)CN2C(=O)c3ccccc3C2=O)sc2cc(OCC)ccc21
-7 | CC(C)(CO)NCc1ccc(-c2ccc(F)cc2)o1
1 | O=C(O)C1CCN(c2nccs2)CC1
-22 | O=C(O)C1CC=C(Cl)CC1C(=O)Nc1nccs1 (centres undefined)
-7 | CCN1CCCCC1CNc1cc(-c2nc(C)no2)ccn1 (centres undefined)
-10 | CCC(C(=O)NCc1nnc2n1CCC2)n1cc(C(C)=O)c2ccccc21 (centres undefined)
-2 | Cc1ccc(-c2nn(CN3CCOCC3)c(=S)n2C)cc1
6 | CCCc1ccc(CN2CCC(N3CCCC3=O)CC2)o1
-10 | O=C(Nn1cnc2c(cnn2-c2ccc(F)cc2)c1=O)C1(c2ccc(Cl)cc2)CCCC1
-13 | O=[N+]([O-])c1ccc(S(=O)(=O)N=C2N=C3C=CC(Cl)=CN3Cc3ccccc32)cc1
0 | C=CCn1c(N2CCN(c3ccccc3)CC2)nc2c1c(=O)n(C)c(=O)n2C
-20 | COc1ccc(OC)c(NC(=O)C2(C)CCN2C(=O)CC2CC2)c1 (centres undefined)
-16 | Cc1ccc(C(=O)N2CCC(CCCc3ccccc3)(C(=O)O)CC2)c(=O)[nH]1

# (next part)
mcGAS MS inh | SMILES
-3 | CN1CC2(CCCN(S(=O)(=O)N(C)Cc3ccccc3)CC2)OC1=O (centres undefined)
-9 | Oc1[nH]c2ccccc2c1N=Nc1ccc(F)cc1
7 | Cc1ccc(S(=O)(=O)N2CCN(c3cc(C)ccc3C)CC2)cc1
-3 | CN(Cc1csc(-c2cccs2)n1)c1ccc(-c2nccn2C)nn1
-8 | O=C(OCc1cc(-c2ccccc2F)on1)c1cccs1
-10 | Cc1cc(C(=O)N2CSCC2C(=O)Nc2cccc(F)c2)on1 (centres undefined)
-9 | CC(C)c1ccc(/C=C/C(=O)NC(=S)NN2CCOCC2)cc1
-3 | CCCCN=C1NS(=O)(=O)c2ccccc21
-3 | O=C1CCCN1c1ccc(S(=O)(=O)NCCc2ccccc2)cc1
3 | CC(C)NC(=O)CN1CCN(S(=O)(=O)c2cccc(F)c2)CC1
-14 | Cc1nccn1CCN(C)c1nc(C(C)(C)C)nc2c1cnn2C
3 | CCOC(=O)C(CC)n1cnc2c(nnn2-c2cccc(OC)c2)c1=O (centres undefined)
-3 | Cc1nn(C)c(C)c1NC(=O)C(C)N1CCc2nn(C)c(=O)cc2C1 (centres undefined)
-4 | CCOC(=O)c1nn(-c2ccccc2)c(=O)cc1OS(=O)(=O)c1ccc(Cl)s1
-10 | CC(O)c1cccc(NC(=O)Cc2c(-c3ccccc3)[nH]c3ccccc23)c1 (centres undefined)

# The list goes on:
mcGAS MS inh | SMILES
-1 | OCCC1CN(Cc2cnn(-c3ccc(F)cc3)c2)CCN1Cc1ccsc1 (centres undefined)
-9 | CCc1ccc(NC(=NS(=O)(=O)c2ccc(C)cc2)Nc2nc(C)cc(C)n2)cc1
1 | CCCC1(CCC)NC(=O)N(CC(=O)O)C1=O
-6 | CC(C)N(C(=O)Cn1nc(C2CC2)c2cnn(-c3ccccc3)c2c1=O)C(C)C
-4 | O=C(O)C1CCCN1C(=O)Cc1ccc2ccccc2c1 (centres undefined)
-28 | CC(Oc1cccc(-c2ccccc2Cl)c1)C(N)=O (centres undefined)
-3 | CCC(CNC(=O)CNC(=O)c1ccc(Br)s1)c1ccccc1 (centres undefined)
-35 | N#CCNC(=O)c1c[nH]cc1-c1ccc(F)cc1
-11 | CC(=O)C1=C(O)CC(c2ccccc2)CC1=O (centres undefined)
-6 | COc1ccc(NC(=O)C2(C)CCN2Cc2ccoc2)cc1OC (centres undefined)
-4 | O=C(c1ccc2ccccc2c1)C1CCCN(C(=O)Nc2cccc(F)c2)C1 (centres undefined)
-3 | Cc1nn(-c2nc(C)c(C)c(=O)[nH]2)c(C)c1CCC(=O)NCCCOC(C)C
-10 | CC(C)Cc1cc(C(=O)N2CCCC3(CN(C)C(=O)O3)C2)on1 (centres undefined)
-12 | CN1CCN(S(=O)(=O)c2ccc(N)cc2)CC1
0 | CN1CCCC1=Nc1cc(N(C)C)nc2ccccc12

# The results go on:
mcGAS MS inh | SMILES
-5 | COc1ccc(N2C(=O)CC(NCc3ccncc3)C2=O)cc1 (centres undefined)
-3 | CCCNC(=O)C(C)NC(=O)NC(CC)c1ccc(Cl)cc1 (centres undefined)
3 | Cn1cccc1CNC(Cc1ccccc1)c1ccccc1 (centres undefined)
-1 | CN(C)c1ccc(C=C2SC(N3CCCCC3)=NC2=O)cc1
-30 | CCc1nc(C)c(C(=O)NCc2cccnc2N(C)C)o1
12 | O=C1CCc2cc(S(=O)(=O)N3CCN4CCNC(=O)C4C3)ccc2N1 (centres undefined)
-36 | C=CCCC(=O)NC1CCN(c2ccc(OC(F)(F)F)cc2)CC1
-6 | O=[N+]([O-])c1ccc(-c2cn3cc(Br)ccc3n2)cc1
-19 | O=S(=O)(N1CCCCCC1)N1CCCCC1c1ccccn1 (centres undefined)
0 | C=C(Cl)CN1CCC(OCC2CCCO2)CC1 (centres undefined)
-2 | COC(=O)c1ccc([N+](=O)[O-])cc1S(=O)(=O)NC(=O)Nc1nc(C)nc(OC)n1
-5 | Cc1ccc(C(=O)NS(=O)(=O)CC2CCCCO2)cc1C (centres undefined)
-2 | C=CCn1c(=O)c2c(nc3n2CCN3c2ccc(OC)cc2OC)n(C)c1=O
4 | COC(=O)CC(NC(=O)C1CCCN(C(=O)N2CCCC2)C1)c1ccccc1Cl (centres undefined)
2 | CN(C(=O)Nc1cccc2c1OCCO2)C(c1ccncc1)c1ccc(Cl)cc1 (centres undefined)

# Following part.
mcGAS MS inh | SMILES
-11 | CN1/C(=C/C(=O)CN2CCC(NC(=O)c3ccccc3)CC2)C(C)(C)c2ccccc21
-9 | NC(=O)c1c(NC(=O)C2C3C=CC(C3)C2C(=O)O)sc2c1CCCCC2 (centres undefined)
2 | Cc1c2c(n3c(nc4ccccc43)c1C#N)N(C1CCCC1)CC2
-3 | CC(C)N(C)Cc1nnnn1CC(=O)N(C)Cc1cccc(Cl)c1
-13 | CC(C)NCc1ccccc1-c1cccc(CO)c1
-18 | Cc1cc(=O)[nH]c(C)c1NC(=O)c1ccc(CN2CCCC(C)C2)cc1 (centres undefined)
-9 | CN1CCC2(CCCN(C(=O)c3nnc4n3CCCCC4)CC2)CC1
-2 | CC(C)(CN1CCCCC1)NS(=O)(=O)c1cccs1
-9 | CCc1cccc(-n2c(CNC)n[nH]c2=O)c1
23 | O=S(=O)(N1CCOCC1)N1CCN(c2ncccn2)CC1
-19 | CC(=O)NCCC1CN(Cc2ccnn2-c2ccccc2)CCO1 (centres undefined)
-8 | c1ccc(CCn2cc(-c3nc(-c4ccc5nc[nH]c5c4)no3)nn2)cc1
0&4 | CNC[C@@H](O)c1ccc(O)c(O)c1
1 | CCn1ccc(C(=O)NC2=C(C#N)CCC2)n1
-16 | CCN1CCN(c2cc(CNC(=O)Nc3ccncc3)ccn2)CC1

# The list goes on:
mcGAS MS inh | SMILES
-2 | CC1(C)ON=C(c2ccc3c(c2)OCO3)N(Cc2ccccc2F)C1=O
-7 | Nc1nnc(SCC(=O)N2CCN(CCc3ccncc3)CC2)s1
-14 | C#CCN=Cc1c(O)n(CCOC)c(=S)[nH]c1=O
-12 | CN(CCO)CC(O)Cn1cnc2c1c(=O)n(C)c(=O)n2C (centres undefined)
-5 | O=C(c1cn(Cc2ccccc2F)nn1)N1CCCC(c2nc3ccccc3[nH]2)C1 (centres undefined)
-10 | O=S(=O)(NCCCc1nc2ccccc2o1)NCc1ccccc1
-8 | COC(=O)c1c(NC(=O)c2cnccn2)sc(C)c1-c1ccc(C)c(C)c1
-9 | Cn1c(=O)c2c(nc3n(CC(=O)C(C)(C)C)c(-c4ccccc4)cn23)n(C)c1=O
-8 | O=C(O)/C=C/C(=O)Nc1ccc([N+](=O)[O-])cc1
-2 | Cc1sc2nc(SCC(=O)N(C)Cc3ccsc3)n(C3CCCC3)c(=O)c2c1C
-4 | Cc1cnc2n(c1=O)C(CC(=O)NCC1CCCO1)CS2 (centres undefined)
-11 | COCc1c(Cl)cccc1NC(=O)C1CC1c1ccco1 (centres undefined)
-6 | CC(C)C(Cn1ccnc1)NC(=O)c1ccc(-n2cnnc2)cc1 (centres undefined)
-1 | Cc1ccccc1OC1CN(C(=O)c2cn(CCN)nn2)C1
-9 | Cc1nnc(SC2CC(=O)N(c3ccc(C)c(C)c3)C2=O)s1 (centres undefined)

# The list continues:
mcGAS MS inh | SMILES
-9 | COc1ccc(CN2CCN(C(=O)c3ccc4c(c3)NC(=O)C(C)S4)CC2)cc1F (centres undefined)
-8 | O=S(=O)(Nc1ccc(Br)cn1)c1ccc(Cl)cc1
-3 | CCOCCCNC(=O)C1CCC(=O)N(CCc2ccc(Cl)cc2)C1 (centres undefined)
-5 | O=C(c1ccc(Cl)s1)N1CCC2(CCCN(CC3CC3)C2)C1 (centres undefined)
-6 | NC(=O)CSc1nccc2c(OCc3ccc(F)cc3)cccc12
-5 | Cc1cccc(COCC2CN(C(=O)Cc3ccc4c(c3)OCO4)CCO2)c1 (centres undefined)
44 | CCCCNC(=S)N(C)N=Cc1ccc(C)s1
-1 | C=CCn1c(SCCN2CCOCC2)nc2c1c(=O)[nH]c(=O)n2C
5 | COC(=O)c1cc(C#N)c(=O)n(Cc2coc(-c3ccc(C)cc3C)n2)c1
-17 | COc1ccc(CCNC(=O)N2CCCCC2CCN2CCCC2=O)cc1 (centres undefined)
3 | CNc1ncccc1C(=O)N1CCOC(C(F)(F)F)C1 (centres undefined)
-18 | COc1cccc(F)c1-c1cccc(N2CCNCC2)n1
-2 | Cc1cc(C(=O)NC(CC(C)(C)C)c2cccnc2)n[nH]1 (centres undefined)
-10 | C=C(C)COc1cccc(C(=O)N2CC[C@H](NC(C)=O)C2)c1
-24 | CN1CCC(=NNC(=O)c2ccc(N(Cc3ccccc3)S(C)(=O)=O)cc2)CC1

# 6 entries already listed, ordered by formula weight, highest first:
mcGAS MS inh | SMILES
-9 | COc1ccc(CN2CCN(C(=O)c3ccc4c(c3)NC(=O)C(C)S4)CC2)cc1F (centres undefined)
-5 | Cc1cccc(COCC2CN(C(=O)Cc3ccc4c(c3)OCO4)CCO2)c1 (centres undefined)
-17 | COc1ccc(CCNC(=O)N2CCCCC2CCN2CCCC2=O)cc1 (centres undefined)
-3 | CCOCCCNC(=O)C1CCC(=O)N(CCc2ccc(Cl)cc2)C1 (centres undefined)
-10 | C=C(C)COc1cccc(C(=O)N2CC[C@H](NC(C)=O)C2)c1
-2 | Cc1cc(C(=O)NC(CC(C)(C)C)c2cccnc2)n[nH]1 (centres undefined)

# Continued.
mcGAS MS inh | SMILES
0 | O=C(CN(Cc1ccccc1)S(=O)(=O)c1ccccc1)NC(Cc1ncc[nH]1)c1ccccc1 (centres undefined)
4 | CCCCC(CC)CNC(=O)CNC(=O)c1ccc(SC)cc1 (centres undefined)
-7 | Cc1cc(C)c(NCC(=O)N(C2CCCCC2)C2CCS(=O)(=O)C2)c(Cl)c1 (centres undefined)
-6 | Cc1c(-n2[nH]nnc2=S)c(=O)n(-c2ccccc2)n1C
-2&-1 | COc1cc2c(cc1OC)CN(C1CCCN(C3CCSCC3)C1)CC2 (centres undefined)
-1 | CN(Cc1nccn1C(F)F)C(=O)/C=C/c1cccc(F)c1
-17 | O=C(CSc1nnc(-c2ccco2)o1)NC1CCCCC1
-17 | O=C(Nc1ccccc1)c1cc2nc(C(F)F)cc(C(F)F)n2n1
-4 | COC(=O)CN(CC#N)C(=O)C(C)S(=O)(=O)c1ccc(F)cc1 (centres undefined)
-14 | Cc1cc(CN2CCN(CC(=O)Nc3c(C)cccc3C)CC2)on1
-5 | Cc1cc(C)nc(SCc2c(C(=O)O)nnn2-c2ccccc2)n1
-6 | CCN(CC)CCN(C(=O)c1ccc(Cl)cc1F)C1CCS(=O)(=O)C1 (centres undefined)
-2 | Cc1nc(C)c(CN2CCC(C(=O)Nc3ccc(Oc4ccccc4F)cc3)CC2)nc1C
0 | CC1CC(=O)Nc2ccccc2N1C(=O)Cn1cnc2cc(Cl)cc(Cl)c21 (centres undefined)
-2 | O=C(NC1CC1)C1CCN(C(=O)c2c[nH]cc2-c2ccc(Cl)s2)CC1

# An excerpt, so the mix of outcomes need not match the whole.
